Plk1 PBD FP: blocks phosphopeptide binding to human Plk1 polo box domain; Plk1 PBD phosphopeptide binding, fluorescence polarization; actives 0.13% (n = 97,000); inhibition, %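 (tested at about 20 µM)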; P53350; in the data active means inhibition above about 34%, passing the limit was not always enough
PTPN22 act: increases human PTPN22 phosphatase activity; Q9Y2R2; activation, % at 2 µM; recombinant LYP, DiFMUP fluorescence; 0 = plate median, 100 = signal doubled; actives 0.11% (n = 96,000);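 active means activation at 2 µM above a set limit, the mean plus 5 SD, cut at about 37% in these data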
Calb biofilm kill: kills Candida albicans biofilms; C. albicans biofilm + clotrimazole, Alamar Blue; inhibition, % at 6 µM; actives 0.14% (n = 85,000);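 active means inhibition above 20%; inactive means inhibition below 20%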;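 further: preformed 24 hr biofilms exposed to compound for 48 hr; 0% = biofilm without compound and 100% = blank killed by clotrimazole plus chlorhexidine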
PLK1 inh: PLK1 (human) kinase inhibition; P53350; recombinant PLK1 kinase, TR-FRET peptide phosphorylation; actives 0.53% (n = 97,000); inhibition, % at 10 µM;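 active means inhibition of 50% or more in the single-concentration screen; inactive means inhibition below 50%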;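 further: 0% = DMSO max control and 100% = H-89 dihydrochloride min control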
CYP2C9 inh: blocks human cytochrome P450 2C9 | inhibition, % at 5 µM | P11712 | CYP2C9 Supersomes, luciferin-H conversion, luminescence | AID 777 | actives 20% (n = 96,000);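 active means blocking of liver enzyme CYP2C9 beyond about 50% at 5 µM, limit read from the data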; further: values of inactives mirror those of a sister screen read the other way
CYP2C9 act: CYP2C9 (human) activation; P11712; recombinant CYP2C9, luciferin-H conversion, luminescence; stronger effect = higher value; factor 1 = untreated enzyme, 0 = blocked; activation factor at 5 µM; actives 1.4% (n = 96,000); AID 1024;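 active means activation factor of 2 or more for CYP2C9 at a 5 µM dose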;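 further: 0 = sulfaphenazole-blocked wells and 1 = vehicle-only wells; values of inactives mirror those of a sister screen read the other way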
Rev-RRE block: HIV Rev-RRE protein-RNA interaction inhibition | P05866 | Rev peptide-RRE RNA binding, FRET | actives 0.79% (n = 97,000) | inhibition, % at 8 µM;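 active means inhibition above the screen-wide mean plus 3 SD, cut at about 35% in these data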;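 further: 0% = median DMSO wells and 100% = median Neomycin B control wells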
Target sequence (P05866 whole entry, looked up): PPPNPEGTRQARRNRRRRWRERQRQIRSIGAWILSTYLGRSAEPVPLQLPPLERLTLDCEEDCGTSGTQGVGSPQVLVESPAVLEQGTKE
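Test system: Cy5-tagged RRE RNA duplex with fluorescein-tagged Rev peptide | Read-out: % inhibition of FRET ratio versus controls | Probe or stimulus: Labelled Rev peptide | Incubation: 5 min RNA-compound premix plus 15 min binding step, 25 °C | Technique: FRET fluorescence readout | Benchmarks: DMSO low control, neomycin B high control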
EphB4 antag: blocks human EphB4 binding to ephrin-B2; P54760; actives 0.15% (n = 97,000); AID 720; EphB4 LBD / TNYL-RAW-Alexa532 peptide, fluorescence polarization; inhibition, % at 7 µM;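 active means inhibition above the screen-wide mean inhibition plus 3 SD, cut at about 15% in these data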;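 further: 0% = DMSO wells and 100% = excess unlabeled TNYL-RAW peptide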
Target sequence (P54760 whole entry, looked up, the tested form may be a part): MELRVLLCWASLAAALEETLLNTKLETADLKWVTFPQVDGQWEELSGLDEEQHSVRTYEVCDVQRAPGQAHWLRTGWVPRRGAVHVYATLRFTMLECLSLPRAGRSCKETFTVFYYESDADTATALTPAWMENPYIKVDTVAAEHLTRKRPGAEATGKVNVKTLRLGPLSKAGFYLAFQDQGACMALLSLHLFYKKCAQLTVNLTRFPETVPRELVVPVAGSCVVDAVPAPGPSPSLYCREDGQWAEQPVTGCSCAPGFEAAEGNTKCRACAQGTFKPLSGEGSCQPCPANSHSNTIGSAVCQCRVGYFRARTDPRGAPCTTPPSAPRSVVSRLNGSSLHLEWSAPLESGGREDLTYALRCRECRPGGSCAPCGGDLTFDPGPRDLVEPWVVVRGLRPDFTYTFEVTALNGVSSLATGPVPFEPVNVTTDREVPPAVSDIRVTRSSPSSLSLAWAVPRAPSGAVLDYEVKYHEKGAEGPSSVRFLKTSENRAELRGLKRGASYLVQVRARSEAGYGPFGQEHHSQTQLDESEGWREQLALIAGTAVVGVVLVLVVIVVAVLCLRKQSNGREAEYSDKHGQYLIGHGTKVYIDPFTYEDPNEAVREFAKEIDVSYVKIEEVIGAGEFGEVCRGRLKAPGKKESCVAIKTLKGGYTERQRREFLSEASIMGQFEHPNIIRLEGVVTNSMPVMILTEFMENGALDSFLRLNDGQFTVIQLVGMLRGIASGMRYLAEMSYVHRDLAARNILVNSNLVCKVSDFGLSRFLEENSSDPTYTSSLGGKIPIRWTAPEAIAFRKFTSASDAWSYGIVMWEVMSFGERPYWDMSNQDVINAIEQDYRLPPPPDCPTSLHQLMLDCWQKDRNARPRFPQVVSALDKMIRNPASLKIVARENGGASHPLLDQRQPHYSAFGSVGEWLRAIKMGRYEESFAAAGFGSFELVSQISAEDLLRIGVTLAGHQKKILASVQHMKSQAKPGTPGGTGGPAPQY
LYP inh 2: LYP (human) phosphatase inhibition | recombinant LYP catalytic domain, DiFMUP fluorescence | inhibition, % at 2 µM | actives 0.21% (n = 96,000) | AID 640;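 active means inhibition at 2 µM at or above a set limit, the screen mean plus 3 SD, cut at about 24% in these data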;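 further: 0% = DMSO with enzyme and 100% = enzyme fully blocked by orthovanadate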
* hit, by the source's call.

`Cc1cc(C(=O)N2CCN(c3ccccc3)CC2)c(C)o1` gave Plk1 PBD FP -11, PTPN22 act -1, Calb biofilm kill 4, PLK1 inh -5, CYP2C9 inh -5, CYP2C9 act 1, Rev-RRE block 1, EphB4 antag 6 and LYP inh 2 3.
`COc1ccc(NC(=O)CN(Cc2ccccc2)S(C)(=O)=O)c(OC)c1` gave Plk1 PBD FP 5, PTPN22 act 9, Calb biofilm kill 9, PLK1 inh -7, CYP2C9 inh 29, CYP2C9 act 0.7, Rev-RRE block 2, EphB4 antag 1 and LYP inh 2 -5.
`CCC(C)[C@H](NC(=O)Nc1ccc(Oc2ccccc2)cc1)C(=O)O` (stereo partly drawn) gave Plk1 PBD FP 12, PTPN22 act 5, Calb biofilm kill 5, PLK1 inh -3, CYP2C9 inh 29, CYP2C9 act 0.7, Rev-RRE block 1, EphB4 antag 2 and LYP inh 2 -2.
For COCCSc1ccccc1C(=O)NCC1CCCO1 (stereo not drawn) the results were Plk1 PBD FP -2, PTPN22 act 3, Calb biofilm kill 7, PLK1 inh -11, CYP2C9 inh -10, CYP2C9 act 1.1, Rev-RRE block 7, EphB4 antag 3 and LYP inh 2 -4.
For O=C(Cc1cccs1)Nc1ccc(S(=O)(=O)Nc2ncccn2)cc1 the results were Plk1 PBD FP 17, PTPN22 act 7, Calb biofilm kill 7, PLK1 inh 2, CYP2C9 inh -17, CYP2C9 act 1.2, Rev-RRE block 17, EphB4 antag -6 and LYP inh 2 -10.
Screening O=S(=O)(c1cnc[nH]1)N1CCN(c2ccc(Cl)cc2)CC1 returned Plk1 PBD FP 10, PTPN22 act -7, PLK1 inh -9, CYP2C9 inh 81*, CYP2C9 act 0.2, Rev-RRE block 6, EphB4 antag 4 and LYP inh 2 4.
Screening CCOc1ccc(NC(=O)N(CCC(C)C)C(C)c2ccco2)cc1 (stereo not drawn) returned Plk1 PBD FP -17, PTPN22 act -3, PLK1 inh -3, CYP2C9 inh 44, CYP2C9 act 0.6, Rev-RRE block 10, EphB4 antag 0 and LYP inh 2 0.
For COc1ccccc1-c1cc(C(F)(F)F)nc(S(=O)(=O)CCCC(=O)O)n1 the results were Plk1 PBD FP -12, PTPN22 act -9, Calb biofilm kill 6, PLK1 inh 0, CYP2C9 inh -18, CYP2C9 act 1.2, Rev-RRE block 2, EphB4 antag 1 and LYP inh 2 12.
For CCOc1cc(C(=O)Nc2nnc(CC)s2)ccc1OCC(=O)N1CCOCC1 the results were Plk1 PBD FP 4, PTPN22 act 8, Calb biofilm kill 5, PLK1 inh -12, CYP2C9 inh -3, CYP2C9 act 1, Rev-RRE block 7, EphB4 antag 4 and LYP inh 2 -11.
CCn1c(SCC(=O)Nc2cc(NC(C)=O)ccc2OC)nnc1-c1cccnc1 was read as Plk1 PBD FP 26, PTPN22 act -8, Calb biofilm kill -5, PLK1 inh -4, CYP2C9 inh -10, CYP2C9 act 1.1, Rev-RRE block 10, EphB4 antag 1 and LYP inh 2 8.
CC(C)CC(C(=O)Nc1oc(-c2ccccc2)c(-c2ccccc2)c1C#N)N1C(=O)c2ccccc2C1=O (stereo not drawn) was read as Plk1 PBD FP 21, PTPN22 act -12, Calb biofilm kill 8, PLK1 inh -7, Rev-RRE block -1, EphB4 antag -4 and LYP inh 2 12.
For CN1C(=O)SC(Nc2ccc(F)cc2)C1=O (stereo not drawn) the results were Plk1 PBD FP -1, PTPN22 act -9, Calb biofilm kill 8, PLK1 inh -13, CYP2C9 inh 1, CYP2C9 act 1, Rev-RRE block 24, EphB4 antag 0 and LYP inh 2 7.
NC(=O)c1cccn1Cc1ccccc1Cl was read as Plk1 PBD FP -10, PTPN22 act 0, PLK1 inh -21, CYP2C9 inh -17, CYP2C9 act 1.2, Rev-RRE block 6, EphB4 antag 2 and LYP inh 2 -2.
O=S(=O)(c1cccc(S(=O)(=O)N2CCOCC2)c1)N1CCCCC1 was read as Plk1 PBD FP 7, PTPN22 act 0, Calb biofilm kill -2, PLK1 inh -2, CYP2C9 inh 24, CYP2C9 act 0.8, Rev-RRE block 8, EphB4 antag -3 and LYP inh 2 0.
`Cc1cnc(NC(=O)CSc2ccc(Cl)cc2)s1` gave Plk1 PBD FP 9, PTPN22 act 1, Calb biofilm kill 4, PLK1 inh -7, CYP2C9 inh 49, CYP2C9 act 0.5, Rev-RRE block 4, EphB4 antag 2 and LYP inh 2 -4.
Screening O=C(N/N=C/c1ccc(Sc2ccccn2)o1)c1cc2ccccc2cc1O returned Plk1 PBD FP 22, PTPN22 act -12, PLK1 inh -2, CYP2C9 inh 88*, CYP2C9 act 0.1, Rev-RRE block -5, EphB4 antag 6 and LYP inh 2 16.
Cc1ccc(NC(=O)CN2CCC(C(=O)c3ccc(F)cc3)CC2)cc1 was read as Plk1 PBD FP -9, PTPN22 act 5, Calb biofilm kill 7, PLK1 inh -5, Rev-RRE block 14, EphB4 antag 3 and LYP inh 2 -2.
`Cc1ccc(N(CC(=O)Nc2ccc3c(c2)OCCO3)S(=O)(=O)c2c(C)noc2C)cc1` gave Plk1 PBD FP -11, PTPN22 act -12, Calb biofilm kill 3, PLK1 inh 4, CYP2C9 inh 24, CYP2C9 act 0.8, Rev-RRE block 5, EphB4 antag -1 and LYP inh 2 13.
For N#CCCN(Cc1cccnc1)S(=O)(=O)c1ccc(S(=O)(=O)NC2CCCCC2)cc1 the results were Plk1 PBD FP 31, PTPN22 act -2, Calb biofilm kill -1, PLK1 inh -9, CYP2C9 inh 40, CYP2C9 act 0.6, Rev-RRE block 7, EphB4 antag 3 and LYP inh 2 0.
COc1ccc(/C=N/NC(=O)C(Cc2c[nH]c3ccccc23)NC(=O)OCC(C)C)cc1[N+](=O)[O-] (stereo not drawn) was read as Plk1 PBD FP 8, PTPN22 act 0, PLK1 inh -11, CYP2C9 inh 24, CYP2C9 act 0.8, Rev-RRE block 2, EphB4 antag 1 and LYP inh 2 3.
`CCOC(=O)c1c(NC(=O)Cn2nnc(-c3ccccc3Cl)n2)sc(C)c1C` gave Plk1 PBD FP -13, PTPN22 act -16, Calb biofilm kill 6, PLK1 inh -10, CYP2C9 inh 39, CYP2C9 act 0.6, Rev-RRE block 17, EphB4 antag 1 and LYP inh 2 20.
Screening CCOC(=O)N1CCN(C(=O)c2ccc(OCC)c(OCC)c2)CC1 returned Plk1 PBD FP -22, PTPN22 act 3, Calb biofilm kill 9, PLK1 inh -7, Rev-RRE block -2, EphB4 antag 9 and LYP inh 2 -9.
Screening CCC(=O)c1cccc2c1N=CC1=C(CC(C)(C)CC1=O)N2 returned Plk1 PBD FP 37, PTPN22 act 2, Calb biofilm kill 1, PLK1 inh -5, CYP2C9 inh 55*, CYP2C9 act 0.5, Rev-RRE block 0, EphB4 antag 1 and LYP inh 2 -8.
For COc1ccc(C(=O)NCc2nnc(SCC(=O)N3CCC(C)CC3)o2)cc1OC the results were Plk1 PBD FP 21, PTPN22 act 1, Calb biofilm kill 3, PLK1 inh -13, CYP2C9 inh 27, CYP2C9 act 0.7, Rev-RRE block -1, EphB4 antag -3 and LYP inh 2 -1.

An excerpt from above in order of heavy-atom count, low to high.
Screening CCC(=O)c1cccc2c1N=CC1=C(CC(C)(C)CC1=O)N2 returned Plk1 PBD FP 37, PTPN22 act 2, Calb biofilm kill 1, PLK1 inh -5, CYP2C9 inh 55*, CYP2C9 act 0.5, Rev-RRE block 0, EphB4 antag 1 and LYP inh 2 -8.
Screening CCOc1ccc(NC(=O)N(CCC(C)C)C(C)c2ccco2)cc1 (stereo not drawn) returned Plk1 PBD FP -17, PTPN22 act -3, PLK1 inh -3, CYP2C9 inh 44, CYP2C9 act 0.6, Rev-RRE block 10, EphB4 antag 0 and LYP inh 2 0.
For COc1ccc(C(=O)NCc2nnc(SCC(=O)N3CCC(C)CC3)o2)cc1OC the results were Plk1 PBD FP 21, PTPN22 act 1, Calb biofilm kill 3, PLK1 inh -13, CYP2C9 inh 27, CYP2C9 act 0.7, Rev-RRE block -1, EphB4 antag -3 and LYP inh 2 -1.

Going on with the list.
Screening CCOC(=O)Cc1csc(NC(=O)CSc2nc3cccnc3n2CC)n1 returned Plk1 PBD FP 10, PTPN22 act -1, Calb biofilm kill -7, PLK1 inh -12, CYP2C9 inh -26, CYP2C9 act 1.3, Rev-RRE block -2, EphB4 antag -4 and LYP inh 2 1.
CCn1c(COc2ccc(C)cc2)nnc1SCc1nc2ccccc2[nH]1 was read as Plk1 PBD FP 12, PTPN22 act 2, Calb biofilm kill 3, PLK1 inh -8, CYP2C9 inh 45, CYP2C9 act 0.6, Rev-RRE block -1, EphB4 antag 2 and LYP inh 2 1.
`O=C(COC(=O)c1cccs1)Nc1ccccc1` gave Plk1 PBD FP 15, PTPN22 act 3, Calb biofilm kill 6, PLK1 inh -11, CYP2C9 inh 14, CYP2C9 act 0.9, Rev-RRE block 8, EphB4 antag 0 and LYP inh 2 -7.
Screening O=c1cc(O)nc(SC23CC4CC(CC(C4)C2)C3)[nH]1 returned Plk1 PBD FP 12, PTPN22 act 0, Calb biofilm kill -3, PLK1 inh -11, CYP2C9 inh 0, CYP2C9 act 1, Rev-RRE block 4, EphB4 antag 11 and LYP inh 2 1.
Screening COC(=O)c1scc(C)c1N/N=C(\C)c1cc(F)c(Cl)cc1F returned Plk1 PBD FP 17, PTPN22 act -1, Calb biofilm kill -2, PLK1 inh -9, CYP2C9 inh -10, CYP2C9 act 1.1, Rev-RRE block 5, EphB4 antag 1 and LYP inh 2 0.
For O=C(CCN1CCCCC1)Nc1cccc(Cl)c1 the results were Plk1 PBD FP 14, PTPN22 act -4, Calb biofilm kill 14, PLK1 inh -6, CYP2C9 inh -7, CYP2C9 act 1.1, Rev-RRE block 1, EphB4 antag -3 and LYP inh 2 3.
O=C(/C=C/c1ccc2c(c1)OCO2)NCCSCc1cccc(Cl)c1 was read as Plk1 PBD FP 12, PTPN22 act 8, PLK1 inh -9, CYP2C9 inh 43, CYP2C9 act 0.6, Rev-RRE block 8, EphB4 antag -14 and LYP inh 2 -3.
`COc1ccccc1NC(=O)CN1C(=O)NC(C)(C)C1=O` gave Plk1 PBD FP -10, PTPN22 act 10, Calb biofilm kill 6, PLK1 inh -7, CYP2C9 inh -7, CYP2C9 act 1.1, Rev-RRE block 8, EphB4 antag 3 and LYP inh 2 -11.
`C=CCC(C(=O)OC)(C(=O)OC)c1ccc([N+](=O)[O-])cn1` gave Plk1 PBD FP 13, PTPN22 act 4, PLK1 inh 2, CYP2C9 inh 10, CYP2C9 act 0.9, Rev-RRE block 0, EphB4 antag 4 and LYP inh 2 -1.
Cc1ccccc1N1CCN(S(=O)(=O)c2ccc3oc(=O)ccc3c2)CC1 was read as Plk1 PBD FP -18, PTPN22 act -3, Calb biofilm kill 8, PLK1 inh -15, CYP2C9 inh 80*, CYP2C9 act 0.2, Rev-RRE block 10, EphB4 antag 4 and LYP inh 2 7.
For Cc1ccc(-n2nnnc2SCC(=O)NCCC2=CCCCC2)c(C)c1 the results were Plk1 PBD FP -20, PTPN22 act 5, Calb biofilm kill 12, PLK1 inh 0, CYP2C9 inh 80*, CYP2C9 act 0.2, Rev-RRE block 5, EphB4 antag -7 and LYP inh 2 -1.
`O=c1c(N2CCOCC2)nsn1Cc1ccccc1` gave Plk1 PBD FP 19, PTPN22 act -17, Calb biofilm kill 7, PLK1 inh -10, CYP2C9 inh 4, CYP2C9 act 1, Rev-RRE block 8, EphB4 antag 0 and LYP inh 2 20.
Screening COc1cc(N(C)C)c(NC(C)=O)cc1C(=O)O returned Plk1 PBD FP 8, PTPN22 act -1, Calb biofilm kill -3, PLK1 inh -9, CYP2C9 inh 4, CYP2C9 act 1, Rev-RRE block 7, EphB4 antag -9 and LYP inh 2 -2.

Assay outcomes from PubChem.
